MEP2-GFP yeast: modulators of MEP2-GFP levels in yeast, primary screen, S. cerevisiae, multiplex flow cytometry, MLPCN library; 330,000 compounds, 0.51% hits; GFP response vs DMSO, % at 10 µM; S. cerevisiae MEP2-GFP strain, 3 h; 100% = DMSO control level;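 active means GFP response versus DMSO above a set limit, roughly screen mean plus 3 SD, cut at about 180% in these data; inconclusive means fewer than 70 cells counted for a yeast strain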;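 further: median GFP fluorescence of the barcode-gated MEP2-GFP cells per well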
GASC-1 inh: inhibitors of GASC-1 histone demethylase, primary screen, biochemical, fluorescence, DELFIA europium | Lysine-specific demethylase 4C (Homo sapiens), Q9H3R0 | GST-JMJD2C(1-420) H3K9me3 demethylation | inhibition, % at 2.35 µM | 330,000 compounds, 0.069% hits | AID 2099, 2009;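 active means more than half of a compound's replicate wells show inhibition beyond 50%, single wells judged on their own value; inconclusive means some, but no more than half, of replicates pass 50% inhibition; inactive means no replicate passes 50% inhibition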;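 further: signal counts dimethyl H3K9 product captured on neutravidin plate; 0% = median of DMSO wells and 100% = 0.3 times that DMSO median; strong numbers were not always called active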
VLA-4 inh: inhibition in human VLA-4 binding assay, primary screen, VLA-4 allosteric modulator project, MLPCN library, flow cytometry, VLA-4 expressing cells. Integrin alpha-4 (Homo sapiens), P13612. ligand binding flow cytometry. inhibition, % (about 7 µM as worked out from the volumes in the protocol). 330,000 compounds, 0.2% hits. AID 2557, 2010; in the data active means inhibition above about 50%
Target sequence (P13612 whole entry, looked up): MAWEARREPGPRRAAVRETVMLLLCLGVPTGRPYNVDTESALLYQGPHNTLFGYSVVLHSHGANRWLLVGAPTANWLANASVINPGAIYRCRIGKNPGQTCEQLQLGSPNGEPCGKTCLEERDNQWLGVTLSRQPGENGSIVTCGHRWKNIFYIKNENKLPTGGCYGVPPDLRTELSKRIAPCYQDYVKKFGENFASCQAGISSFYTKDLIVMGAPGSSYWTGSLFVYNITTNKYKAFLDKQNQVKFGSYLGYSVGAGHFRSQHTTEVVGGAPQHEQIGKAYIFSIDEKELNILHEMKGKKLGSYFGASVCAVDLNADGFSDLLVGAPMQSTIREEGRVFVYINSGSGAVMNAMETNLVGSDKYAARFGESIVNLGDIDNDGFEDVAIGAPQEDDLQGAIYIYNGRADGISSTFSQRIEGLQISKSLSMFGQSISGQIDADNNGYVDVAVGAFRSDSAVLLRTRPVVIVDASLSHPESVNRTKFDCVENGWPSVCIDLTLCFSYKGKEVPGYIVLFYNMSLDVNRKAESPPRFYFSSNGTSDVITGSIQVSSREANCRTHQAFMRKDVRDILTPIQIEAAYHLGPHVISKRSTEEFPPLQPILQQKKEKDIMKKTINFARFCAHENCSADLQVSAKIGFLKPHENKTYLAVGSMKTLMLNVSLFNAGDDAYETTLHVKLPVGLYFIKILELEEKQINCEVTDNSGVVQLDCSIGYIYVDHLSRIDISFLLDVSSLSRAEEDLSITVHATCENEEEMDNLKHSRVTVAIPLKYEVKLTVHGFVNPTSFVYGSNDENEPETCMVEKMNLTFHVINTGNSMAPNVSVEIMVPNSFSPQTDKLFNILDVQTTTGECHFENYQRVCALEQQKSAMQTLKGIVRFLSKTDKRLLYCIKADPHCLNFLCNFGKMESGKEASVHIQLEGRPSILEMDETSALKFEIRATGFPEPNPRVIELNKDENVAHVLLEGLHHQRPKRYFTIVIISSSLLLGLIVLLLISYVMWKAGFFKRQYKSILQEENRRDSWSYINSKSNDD
RPL19A-GFP yeast: RPL19A-GFP expression modulators in yeast, primary screen, cell-based, S. cerevisiae, multiplex flow cytometry, MLPCN | S. cerevisiae RPL19A-GFP strain, 3 h; hits give low values | percent response vs DMSO, % at 10 µM | 330,000 compounds, 0.3% hits;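 active means percent response vs DMSO below 50%; inconclusive means fewer than 70 events counted for the yeast strain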;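 further: median channel GFP fluorescence of the barcoded RPL19A-GFP strain; ratio of sample median GFP to plate DMSO average so 100% = DMSO; lower means less RPL19A-GFP as with rapamycin TOR inhibition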
AGP1 TOR yeast: modulators of AGP1-GFP expression in yeast TOR pathway, primary screen, cell-based, multiplex flow cytometry, S. cerevisiae, MLPCN library; 3 h; GFP as percent of DMSO wells; GFP response vs DMSO, % at 10 µM; 320,000 compounds, 0.02% hits; AID 2066, 2009;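 active means GFP response relative to DMSO above a set limit, near screen average plus 3 SD, cut at about 150% in these data; inconclusive means fewer than 70 cells counted for the yeast strain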;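 further: median GFP channel fluorescence of the gated AGP1 strain per well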
LAP4-GFP MLPCN: modulators of LAP4-GFP expression in yeast, primary screen, S. cerevisiae, multiplex flow cytometry, MLPCN library. 3 h; median GFP as percent of DMSO wells. 320,000 compounds, 0.34% hits. GFP response vs DMSO, % at 10 µM. AID 2023, 2009;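 active means GFP response vs DMSO above a set limit, about the screen mean plus 3 SD, cut at about 150% in these data; inconclusive means under 70 cell events counted for the yeast strain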
CIT2-GFP yeast: modulators of CIT2-GFP expression in yeast, primary screen, S. cerevisiae, GFP fusion, multiplex flow cytometry, MLPCN library. AID 2029, 2009. GFP response vs DMSO, % at 10 µM. S. cerevisiae CIT2-GFP strain, 3 h; 100 means same as DMSO wells. 320,000 compounds, 0.065% hits;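 active means GFP response relative to DMSO above a set limit, near the screen mean plus 3 SD, cut at about 150% in these data; inconclusive means Fewer than 70 cells measured for a yeast strain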;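 further: ratio of well median GFP fluorescence to mean of DMSO wells on the plate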
GRK2 aptamer HTS: compounds blocking aptamer binding on GRK2 – biochemical, human GRK2, bead flow cytometry, HTS, primary screen | Beta-adrenergic receptor kinase 1 (Homo sapiens), P25098 | FAM-aptamer displacement from GRK2 | inhibition of aptamer binding, % at 10 µM | 330,000 compounds, 0.59% hits | AID 488847, 2010;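 active means inhibition of aptamer binding above 40%, roughly 3 SD of noise, on plates passing a quality check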;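 further: median bead fluorescence of bound FAM aptamer so fluorescent compounds give negative values; no value below 0 was filed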
* hit, by the source's call; ? = inconclusive; nt = no result given; [ ] = dose if it differs, or a comment.

SMILES	MEP2-GFP yeast	GASC-1 inh	VLA-4 inh	RPL19A-GFP yeast	AGP1 TOR yeast	LAP4-GFP MLPCN	CIT2-GFP yeast	GRK2 aptamer HTS
CCN1C(=O)/C(=C/c2cccs2)N(C)C1=S	106	-24	19	100	93	103	93	1
Cc1nn(C)c(C)c1S(=O)(=O)N(CC(=O)NCc1ccco1)c1ccc(C(C)C)cc1	105	7	64*	101	104	99	99	2
C=CCc1cc(Cl)ccc1OCCOCCNC(C)(C)C	104	-9	28	105	103	90	103	0
Cc1cccc(NC(=O)CSc2nnc(-c3ccncc3)n2CC2CCCO2)c1 (stereo unspecified)	99	-5	8	100	101	93	101	2
COc1ccc(S(=O)(=O)N(C)C[C@@H]2Oc3ccc(NS(C)(=O)=O)cc3C(=O)N([C@@H](C)CO)C[C@H]2C)cc1	93	11	22	94	102	102	95	0
Cc1cccn2c(=O)c(C=NCc3ccco3)c(Nc3ccc(SC(F)F)cc3)nc12	89	-1	28	94	88	98	nt	0
CCC(C(=O)NCc1ccco1)n1nc(-c2ccc(OC)cc2)ccc1=O (stereo unspecified)	103	-12	7	100	100	100	106	0
O=C(O)CC1(CC(=O)NCc2cc(F)cc3c2OCOC3)CCCCC1	98	-1	3	97	101	104	94	0
Nc1nc(COc2ccc3ccccc3c2)cs1	107	1	-3	101	97	117	102	0
COc1cc(OC)cc(-c2ncc3ccccn23)c1	102	20	-1	93	93	99	99	2
CC1=CC(c2ccc(Cl)cc2)n2nc(NC(=O)CCC(=O)O)nc2N1 (stereo unspecified)	99	-6	17	98	100	103	98	0
COc1cc(/C=N/NC(=O)c2cccc3ccccc23)ccc1OCC(N)=O	105	-24	-4	101	106	113	105	0
CCOc1ccc(-c2nnc(NC(=O)C3CCCC3)o2)cc1	110	6	0	107	98	96	103	5
CCOC(=O)c1cnc(-c2ccc(C(F)(F)F)cn2)[nH]c1=O	89	6	-1	94	89	122	104	0
O=C(O)CCCCCCCCc1cn(CN2C(=O)c3ccccc3C2=O)nn1	108	-29	-6	107	98	109	96	0
O=C1CN(C(=O)c2ccc(F)c(S(=O)(=O)N3CCOCC3)c2)c2ccccc2N1	98	6	8	97	100	98	99	2
Cc1ccc(-c2ccccc2)n1-c1ccc(C(=O)O)cc1	110	-9	-10	103	92	110	103	51*
CCCNC(=O)Nc1cc(C)on1	105	-13	4	99	98	97	96	5
CCCc1ccc(-c2cc(C(=O)NC3=NCCS3)c3ccccc3n2)cc1	104	4	3	101	92	108	101	0
O=C1Nc2ccc(S(=O)(=O)N3CCOCC3)c3cccc1c23	98	45	0	93	98	92	91	2
Cc1cnc(C(=O)OCC(=O)N2CCN(C(=O)c3ccco3)CC2)cn1	107	-1	17	99	104	100	99	4
COCc1nnc(NC(=O)CCSc2ccccc2)s1	110	-1	-10	115	nt	112	123	0
O=C(NCc1ccc(Cl)s1)C1CCC(=O)N(CCc2ccccn2)C1 (stereo unspecified)	99	-18	-3	104	103	98	106	0
COc1ccc(-c2cc(=O)oc3cc(OC(=O)C4CCCCC4)ccc23)cc1	102	2	14	100	97	96	101	0
O=C(c1cc(COc2ccc(F)cc2Cl)on1)N1CC[C@@H]2CCCC[C@H]2C1	101	-7	6	122	101	76	115	0
CC(C)c1ccc(N(CC(=O)NCc2ccco2)C(=O)CCC(=O)Nc2nccs2)cc1	101	-10	4	99	96	88	97	0
COc1ccc2c(c1)c1nnc(SCC(=O)N3C(C)CCCC3C)nc1n2C (stereo unspecified)	92	9	-1	97	88	104	84	2
CC(C)(C)OC(=O)N1CCC[C@H]1c1nnc(SCc2cccc(Cl)c2)o1	96	1	20	94	101	107	92	0
Cc1cccc(NCc2ccc(O)c3ncccc23)c1	100	39	10	92	90	77	nt	2
CCOc1ccc(S(=O)(=O)Nc2cc(C)ccn2)c2ccccc12	102	5	7	99	99	92	89	1
CCOc1ccc(C(=O)N2CCCN(C(=O)c3ccc(OCC)cc3)CC2)cc1	108	-10	-11	102	102	108	105	0
Cc1cc2oc(C(=O)NCCc3ccc(S(N)(=O)=O)cc3)cc(=O)c2cc1C	103	2	4	104	98	95	100	0
Cc1nn(-c2ccccc2)c(C)c1NC(=O)COC(=O)Cc1ccccc1F	108	14	3	103	117	119	109	3
COC(=O)c1ccc(OCC(=O)NC(C)(C)C)cc1	99	-1	1	97	96	102	91	1
N#CCCn1cc(CNCc2ccccc2)c(-c2cccc([N+](=O)[O-])c2)n1	109	8	-5	104	104	113	105	0
COc1ccc(OCC(=O)N2CCN(C(=O)c3cccs3)CC2)cc1	105	9	8	99	101	106	94	3
COc1ccc(NC(=O)c2ccc(OC(F)F)cc2)cc1Cl	97	-4	-10	104	93	94	101	0
Cc1cc(C(=O)N2CCN(S(C)(=O)=O)CC2)cs1	93	?	2	88	90	92	85	0
O=C(c1ccccc1)c1c[nH]cc1-c1ccccc1	105	-7	9	96	93	97	83	0
CC(C)[C@@H](N)C(=O)N/N=C/c1ccc2ncccc2c1	111	-12	13	94	106	101	87	nt
Cc1cc(Nc2ccc(C(C)C)cc2)n2ncnc2n1	103	8	5	104	102	106	100	0
Cc1ccc([N+](=O)[O-])c(NC2OC(CO)C(O)C2O)c1 (stereo unspecified)	105	-18	4	102	100	104	110	0
CCS(=O)c1ccccc1C(=O)OCC(=O)N1CCC(c2ccccc2)=N1 (stereo unspecified)	111	4	-4	101	103	100	113	0
Cc1c(OCC(=O)N2CCC(C(=O)O)CC2)ccc2c3c(c(=O)oc12)CCC3	111	2	-15	104	105	111	105	1
O=C(Nc1ccc(OC(F)(F)F)cc1)c1cnc2n(c1=O)CCS2	98	-10	-8	106	100	99	107	0
COc1cccc(NC(=O)Nc2ccc3nsnc3c2)c1	100	-1	-4	93	96	104	89	5
CCC(C)n1c(=S)[nH]c2c(sc3ccc([N+](=O)[O-])cc32)c1=O (stereo unspecified)	99	-42	4	111	94	80	104	0
Cc1ccc(-c2nnn(CC(=O)N(CCO)C(C(=O)NC3CCCCC3)c3ccncc3)n2)o1 (stereo unspecified)	98	3	13	98	102	100	97	1
O=C(Nc1ccc(S(=O)(=O)NCc2ccco2)cc1)C1CCCCC1	100	-21	12	100	87	93	92	0
COc1cc2c(cc1OC)C(C)N(C(=O)c1sccc1C)CC2 (stereo unspecified)	100	2	9	98	102	93	100	5
O=C(O)c1ccc(S(=O)(=O)N2CCOCC2)o1	264*[may fluoresce violet]	-16	-13	47*[may fluoresce violet]	?	70[may fluoresce violet]	?	2
O=C(NN1C(=O)c2ccccc2NC1c1ccoc1)c1ccccc1 (stereo unspecified)	98	-2	16	96	91	87	95	0
Cc1ccc(NC(CC(=O)c2ccccc2)C(=O)O)cc1Cl (stereo unspecified)	101	2	1	97	100	122	94	1
O=C(Nc1cccc(Cl)c1)c1ccccc1	89	4	8	95	84	123	88	0
C/C(=C\c1cccs1)C(=O)c1c(C)cc(C)[nH]c1=O	106	8	2	102	107	106	107	1
CCn1nc(C)c(/C=N/NC(=O)Cn2nc(C)cc2C)c1C	102	2	19	97	100	91	91	0

Going on with the list.
SMILES	MEP2-GFP yeast	GASC-1 inh	VLA-4 inh	RPL19A-GFP yeast	AGP1 TOR yeast	LAP4-GFP MLPCN	CIT2-GFP yeast	GRK2 aptamer HTS
CCC1(c2ccc(F)cc2)NC(=O)N(CC(=O)Nc2cc(C)on2)C1=O (stereo unspecified)	104	nt	-41	97	101	105	95	4
CCN1Cc2c(/C=C/c3ccccc3)nc3ccc(OC)cc3c2N(c2cccc(Cl)c2)C1	110	8	-64	100	93	99	103	1
Cc1ccc(/C=N/n2c(-c3ccc(Cl)cc3)n[nH]c2=S)s1	134	11	1	88	89	118	nt	3
Cc1ccc(NC(=O)Cn2c(O)c(N=NC(=O)c3cc([N+](=O)[O-])ccc3O)c3ccccc32)cc1	103	12	9	106	99	97	103	0
NS(=O)(=O)c1ccc(CCNC(=O)C(c2ccccc2)c2ccccc2)cc1	104	-2	-2	100	99	93	104	1
CCOc1ccc(N(CC(=O)NCc2ccco2)S(C)(=O)=O)cc1	103	-4	6	101	99	96	99	0
CCc1cc2cccc(C)c2nc1SCC(=O)Nc1cc(C)on1	104	-2	1	100	97	102	94	0
Cc1cc([N+](=O)[O-])c(N2CCC[C@@H]2C(=O)O)c([N+](=O)[O-])c1	98	-21	5	97	101	105	88	0
O=C(c1cc2ccccc2o1)N1CCCC1	?	-2	-13	?	?	?	?	0
O=C(N/N=C/c1ccco1)c1cccc(NC(=O)c2ccccc2Cl)c1	108	96	6	107	110	101	104	0
Cc1ccc(C(C)(C)C)cc1S(=O)(=O)Nc1nc2ccccc2nc1Cl	95	1	-12	104	99	93	114	11
COc1ccc(NC(=O)CN(C)C(=O)/C=C/c2ccc(S(=O)(=O)N3CCCCCC3)cc2)cc1	87	2	-20	92	102	99	92	2
COc1ccc(NC(=O)CCC(=O)c2ccc(Cl)cc2)cn1	93	-1	-13	96	95	100	95	1
CCOC(=O)C1CCN(CC(=O)Nc2c(C(=O)OC)[nH]c3ccc(Cl)cc23)CC1	98	-8	23	94	101	102	104	1
FC(F)(F)c1cc(-c2cccs2)nc(N2CCOCC2)n1	98	?	7	92	94	93	104	1
CCn1c2ccccc2c2nnc(SCC(=O)NCCOC)nc21	104	4	-7	99	98	99	100	1
Cc1ccc(Cl)cc1NC(=O)COC(=O)c1ccc(N2CCCC2)c([N+](=O)[O-])c1	101	6	6	105	108	109	107	1
O=C(O)CCC(=O)NNC(=O)COc1ccc2ccccc2c1Br	98	-23	4	96	102	96	103	0
O=C(CN1CCC(n2nnc3cc(F)ccc32)CC1)N1CCc2ccccc2C1	93	4	10	93	89	91	96	0
CCn1c(NC(=O)C(C)C)c(-c2ccccc2)c(=O)c2ccccc21	91	1	-12	97	103	105	94	0
Cc1c(/C(O)=C2/C(=O)C(=O)N(Cc3cccnc3)C2c2ccccn2)cnn1-c1ccccc1 (stereo unspecified)	103	2	25	101	98	98	103	6
N#C/C(=C\c1ccc(N2CCOCC2)c([N+](=O)[O-])c1)c1nc2ccccc2[nH]1	104	-1	11	98	102	101	94	0
COc1ccc(C)c(-n2c(N)cc(=O)n(Cc3ccccc3)c2=O)c1	99	-3	8	96	106	106	94	1
O=C(Nc1nnc(-c2cccs2)s1)c1cccc(F)c1	99	nt	-3	105	104	94	101	0
c1ccc(Cc2nnc3n2CCCCC3)cc1	112	-6	-3	101	104	103	107	1
O=C/C=C/c1coc2ccc3ccccc3c2c1=O	98	1	6	96	95	121	92	0
COc1ccccc1C(=O)NC(=O)COC(=O)c1cnc(C)cn1	104	1	12	100	99	100	87	0
NS(=O)(=O)c1ccc(CNC(=O)Cc2ccc(S(=O)(=O)N3CCOCC3)s2)cc1	93	-10	19	94	103	88	87	0
